# MsrA act: activates bovine MsrA enzyme. AID 602163. purified bovine MsrA, absorbance read-out. 360,000 compounds, 0.3% hits. activation, % at 10.6 µM; in the data active means activation above about 7.5%;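 further: 0% = vehicle and 100% = reference activator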
# CSN inh: CSN deneddylation inhibition | AID 651999 | Purified CSN, SCF-Nedd8-OG deneddylation, fluorescence polarization | inhibition, % at 12.5 µM | 360,000 compounds, 0.38% hits;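 active means pattern-corrected inhibition above about 35%, with an unprinted fluorescence ratio check between 0.5 and 1.5, limit read from the data, passing the limit was not always enough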;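 further: 0% = enzyme with substrate and 100% = substrate without enzyme; some results filed as inactive read as strong as hits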
# Target sequence (Q92905 whole entry, looked up, one chain of several): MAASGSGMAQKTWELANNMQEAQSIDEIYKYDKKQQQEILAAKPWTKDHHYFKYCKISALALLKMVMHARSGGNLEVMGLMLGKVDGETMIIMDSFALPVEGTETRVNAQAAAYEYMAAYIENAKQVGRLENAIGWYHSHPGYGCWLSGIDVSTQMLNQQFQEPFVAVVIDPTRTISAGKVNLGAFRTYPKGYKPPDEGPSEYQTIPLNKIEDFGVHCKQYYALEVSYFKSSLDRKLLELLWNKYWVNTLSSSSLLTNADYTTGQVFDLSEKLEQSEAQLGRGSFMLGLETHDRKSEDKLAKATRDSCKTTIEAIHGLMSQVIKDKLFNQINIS
#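 Assay system: HEK293T-derived human Csn5 enzyme; quantity: 0.24 nM enzyme; medium: Tris/NaCl/DTT buffer, pH 7.5; also added: substrate SCFSkp2-Nedd8OG, 10 nM; doses: 12.5 µM compound; schedule: 90 min reaction at room temperature; signal: FP; read-out: % inhibition of substrate cleavage by Csn5; benchmarks: substrate-only high control, full reaction low control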
# FAS TE block: inhibitors of human fatty acid synthase thioesterase domain; inhibition, % at 15 µM; P49327; recombinant FAS-TE, OMFH fluorogenic substrate, fluorescence endpoint; 360,000 compounds, 0.67% hits;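 active means compounds whose normalised, plate-corrected inhibition of enzyme fluorescence in the single-dose primary screen is 50% or more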;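 further: 0% = DMSO with enzyme and 100% = substrate without enzyme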
# Neddyl block: inhibitors of human cullin neddylation. TR-FRET cullin neddylation, biochemical. 360,000 compounds, 0.58% hits. AID 651699. P61081+Q13564. calls only at 25 µM; in the data active means inhibition above about 36%
# eLon inh: inhibitors of E. coli Lon protease. 360,000 compounds, 0.42% hits. purified E. coli Lon protease, fluorescence polarization. inhibition, % at 7.94 µM; in the data active means inhibition above about 13%, passing the limit was not always enough;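 further: 0% = enzyme with probe and DMSO and 100% = no enzyme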
# Rin1 Abl inh: inhibitors of human Rin1-Abl protein interaction; P00519+Q13671; TR-FRET Rin1/Abl binding, biochemical; inhibition, % at 7.35 µM; 360,000 compounds, 0.4% hits; in the data active means inhibition above about 5%, passing the limit was not always enough
# PABP1 MLLE inh: blocks PAM2 peptide binding to the PABP1 MLLE domain | P11940 | GST-MLLE / FITC-PAM2 fluorescence polarization | inhibition, % at 20 µM | 360,000 compounds, 0.36% hits | AID 588489; in the data active means inhibition above about 35%, passing the limit was not always enough;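 further: plate controls were DMSO wells with GST-MLLE for no effect and wells lacking GST-MLLE protein for full effect; some results filed as inactive read as strong as hits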
# Target sequence (P11940 whole entry, looked up, the tested form may be a part): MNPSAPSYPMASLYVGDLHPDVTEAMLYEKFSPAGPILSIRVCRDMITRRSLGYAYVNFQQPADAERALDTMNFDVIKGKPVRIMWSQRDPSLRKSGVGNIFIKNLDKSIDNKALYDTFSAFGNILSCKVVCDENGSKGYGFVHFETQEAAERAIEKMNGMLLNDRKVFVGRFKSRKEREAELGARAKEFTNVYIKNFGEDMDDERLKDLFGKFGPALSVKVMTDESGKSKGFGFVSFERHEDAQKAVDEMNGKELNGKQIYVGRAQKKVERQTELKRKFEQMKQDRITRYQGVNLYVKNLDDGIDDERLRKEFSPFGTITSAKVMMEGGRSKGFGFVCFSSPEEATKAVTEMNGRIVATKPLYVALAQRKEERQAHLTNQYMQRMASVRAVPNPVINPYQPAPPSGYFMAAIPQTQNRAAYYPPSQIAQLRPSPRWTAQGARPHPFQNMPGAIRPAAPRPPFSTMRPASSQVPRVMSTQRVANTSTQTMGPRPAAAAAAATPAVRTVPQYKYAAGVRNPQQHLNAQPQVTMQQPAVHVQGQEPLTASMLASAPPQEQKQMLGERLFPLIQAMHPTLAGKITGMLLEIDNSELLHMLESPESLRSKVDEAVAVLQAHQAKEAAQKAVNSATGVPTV
# TbMetRS inhib: blocks T. brucei methionyl-tRNA synthetase activity | inhibition, % at 11.9 µM | purified T. brucei MetRS, ATP depletion, Kinase-Glo luminescence | 360,000 compounds, 0.4% hits;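 active means inhibition above a per-plate cutoff of the control wells' mean inhibition plus 3 SD, cut at about 5.5% in these data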;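 further: 0% = DMSO wells median and 100% = median of wells with control inhibitor compound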
#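 Dosing: 11.9 µM single point; system: parasite MetRS enzyme; technique: luminescence of leftover ATP; times: 15 min enzyme-compound preincubation, 2 h reaction, 10 min detection, 25 °C; replicates: each compound tested once; read-out basis: percent inhibition relative to median high and low control wells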
# MsrA inhibitor: inhibitors of bovine MsrA | purified bovine MsrA, absorbance read-out | inhibition, % at 15.5 µM | 360,000 compounds, 0.75% hits; in the data active means inhibition above about 4.5%;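 further: 0% = vehicle wells with enzyme and 100% = reference inhibitor wells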
# An asterisk follows results filed as active; i = inactive; x = not tested or not shown.
SMILES,MsrA act,CSN inh,FAS TE block,Neddyl block,eLon inh,Rin1 Abl inh,PABP1 MLLE inh,TbMetRS inhib,MsrA inhibitor
CCNCc1nc2cc(Cl)ccc2c(=O)[nH]1,-11,4,-10,i,-6,2,4,-1.1,-0.9
COc1ccc(-c2csc3ncn(-c4cccc(C)c4)c(=O)c23)cc1OC,-3,1,6,i,5,-3,6,0.0,-0.7
CC(C)CC(=O)NC(=S)Nc1ccc(NC(=O)c2cccs2)cc1,-1,1,7,i,11,5,16,-0.2,1.4
O=C(Nc1ccccc1)c1cccc(N2C(=O)C3C4C=CC(C4)C3C2=O)c1 (stereo not drawn),-4,-1,-1,i,3,2,-8,-0.4,-1.4
N#CC(c1ccc(F)cc1)c1ccc(C(=O)c2ccc(F)cc2)cc1 (stereo not drawn),-6,-1,24,i,6,2,-4,-1.0,0.3
CCn1c(=O)c2cc(C(=O)NCCN(C)C)sc2c2ccccc21,-10,4,-4,x,11,-6,-9,-1.4,2.1
Cc1nc(=O)c(-c2ccccc2)c(C)n1-c1ccccc1Cl,-1,1,-5,i,-7,-2,12,0.2,0.3
NCC(c1ccc(Cl)cc1Cl)c1c[nH]c2ccccc12 (stereo not drawn),3,-2,-23,i,7,-1,-6,-0.2,0.0
Cc1cc(NS(=O)(=O)c2ccc(NC(=O)CSc3nnc(-c4ccco4)n3Cc3ccco3)cc2)nc(C)n1,-4,0,-5,i,-1,-1,-10,-0.7,0.3
CC(=O)Nc1cc([N+](=O)[O-])ccc1OCc1ccccc1,-4,-3,10,i,-13,3,-3,-0.2,1.2
Cc1[nH][nH]c(=O)c1N=Nc1ccccc1,-7,0,-6,i,-2,3,-1,-1.1,0.7
COc1ccccc1NC(=O)Nc1ccc(CC#N)cc1,-1,5,1,i,-5,-3,9,-0.5,-0.5
COc1ccc(S(=O)(=O)N(C)C)cc1NC(=O)c1ccc2c(c1)NC(=O)C(C)S2 (stereo not drawn),-4,0,1,i,-15,2,-15,0.3,0.9
O=C(O)C1C2C=CC(O2)C1C(=O)Nc1ccc(S(=O)(=O)Nc2ccccc2)cc1 (stereo not drawn),-4,2,-6,i,-9,1,21,-0.7,0.2
CC(C)(C)[C@H](NC(=O)c1ccc(N)c(Cl)c1)C(=O)N1CCC[C@H]1C(=O)N[C@H](C#N)CC(=O)O,-5,-3,-7,i,1,1,5,-0.7,0.1
COc1cc(/C=C/C(=O)Nc2nnc(CC(C)(C)C)s2)cc(OC)c1OC,-1,-3,-6,x,-3,2,44*,0.3,1.0
CCOC(=O)N1CCN(S(=O)(=O)c2ccc(NC(C)=O)cc2)CC1,1,3,-7,i,9,2,13,-0.5,-1.2
Cc1cccc(NC(=O)CN2C(=O)COc3ccc(Cl)cc32)c1C,0,3,6,i,-5,0,1,-0.8,0.8
CCn1cc(C(=O)NC(C)C23CC4CC(CC(C4)C2)C3)cn1 (stereo not drawn),-9,-3,-9,i,-13,0,13,-0.9,1.4
C[C@H](CO)N1C[C@H](C)[C@@H](CN(C)S(=O)(=O)c2ccc(C#N)cc2)OCc2cnnn2CCCC1=O,-2,0,-4,i,3,2,-8,-1.0,-0.4
Cc1csc(NC(=O)CSc2nnc(-c3ccoc3C)n2C(C)c2ccccc2)n1 (stereo not drawn),-4,-2,13,i,5,-2,-1,-0.1,1.0
O=C(NCCS(=O)(=O)c1ccc(Br)cc1)c1ccccc1Cl,-7,6,1,i,3,4,-10,-0.4,-0.6
O=C(CCN1C(=O)C2C3CCC(C3)C2C1=O)Nc1cccc(Cl)c1 (stereo not drawn),-9,2,-5,i,-16,2,2,-0.4,1.2
COCCNC(=O)c1ccccc1NC(=O)Cc1ccccc1[N+](=O)[O-],-10,-9,-7,i,2,-3,7,-1.1,0.6
CCn1c(COc2ccc(Cl)cc2)nnc1SCc1nc2ccccc2[nH]1,-1,2,1,i,-3,0,-108,54*,-0.8
c1ccc2c(c1)CCc1snnc1-2,-7,-8,-4,i,-4,2,1,0.1,0.9
COc1ccc(Cl)cc1NC(=O)[C@@H]1CCCN1C(=O)c1cccs1,-6,-7,-5,i,-7,-1,-17,-0.5,-0.6
CCOCCCn1c(-c2ccc(Cl)cc2)n[nH]c1=S,-1,-5,-5,i,-9,-4,-15,-0.3,0.2
COc1ccc(C(CNC(=O)c2cccc(S(=O)(=O)NCc3ccccc3)c2)N2CCOCC2)cc1 (stereo not drawn),-5,-3,4,i,-3,3,2,-0.7,0.9
CCC1CCCCN1CCCNC(=O)c1c(O)nc2c(C)cccn2c1=O (stereo not drawn),-2,-4,-8,i,-3,4,2,-0.4,1.0
CC(=O)n1c2c(c3ccccc31)OC(N)=C(C#N)C2c1cccc(Cl)c1Cl (stereo not drawn),-11,5,6,i,-16,2,-8,-0.4,-1.8
COc1ccc(OC)c(NC(=O)C(C)SCc2nc3sc(C)c(C)c3c(=O)[nH]2)c1 (stereo not drawn),-13,3,0,i,-2,4,7,-0.6,0.0
CC1(C(=O)N2CCCCC2)CCN1C(=O)Cc1ccc(-c2ccccc2)cc1 (stereo not drawn),-2,-5,-4,i,1,-1,-5,-0.1,0.9
COC(=O)C(C)Oc1cc(C)ccc1COc1ccc(-n2nc(C)n(C(F)F)c2=O)cc1 (stereo not drawn),1,2,32,i,3,0,-7,2.5,-0.7
Cc1c(C)n2c(SCC(=O)NC3CCCCC3)nnc2[nH]c1=O,1,-7,-8,i,-9,-2,-16,-0.2,1.5
CC1(C)NC(=O)N(CC(=O)OCC(=O)Nc2cccc(F)c2)C1=O,-3,-1,-4,i,0,-2,2,-0.5,-0.6
O=C(CSc1nc(O)cc(=O)n1-c1ccccc1)Nc1ccc(Br)cn1,-12,-6,-3,i,-3,5,11,-1.5,0.3
Cc1cc(C)n2nc(SCC(=O)N(C)C)nc2n1,-2,1,-4,i,-5,-1,-7,-1.1,-0.5
CCOc1cc(/C=N/NC(=O)c2cccnc2)ccc1OCC(N)=O,-5,-2,-2,i,3,-2,6,-1.1,1.9
CC(=O)CSc1nc2ccc(Nc3nc(N4CCOCC4)nc(N4CCOCC4)n3)cc2s1,-11,-2,36,i,-11,-2,-9,-1.5,0.1
COc1ccc2[nH]c(=O)c(CN(CC3CCCO3)S(=O)(=O)c3ccccc3F)cc2c1 (stereo not drawn),-10,1,-4,i,-6,1,13,-0.4,1.3
C/C=C(\C)C(=O)O[C@@H]([C@H](O)c1cc2ccc(=O)oc2cc1OC)C(C)(C)O,-2,0,-12,x,4,1,-4,-0.3,2.6
C=CCn1c(SCC(=O)NC2CC2)nc2ccccc2c1=O,-5,-7,-5,i,0,-3,-25,-0.4,0.7
CC1CCCC(C)N1C(=O)COC(=O)c1ccco1 (stereo not drawn),-2,4,-5,i,6,0,4,0.0,1.5
CCOC(=O)c1[nH]c2ccc(OCC)cc2c1NC(=O)CN1CCCC(C)C1 (stereo not drawn),-5,2,5,x,-1,-2,3,-1.3,0.3
CCCC(=O)NC(=S)Nc1ccccc1F,-2,0,-4,i,-12,6.3*,15,-0.6,-1.4
COc1ccc(CCNc2nc(-c3ccccn3)cs2)cc1OC,0,-2,1,i,24,1,-21,-0.5,1.0
S=C(Nc1ccc2nsnc2c1)N1CCCC1,1,15,-4,i,6,-1,-19,-0.1,1.4

# One compound at a time, from the list above. Order of values: MsrA act	CSN inh	FAS TE block	Neddyl block	eLon inh	Rin1 Abl inh	PABP1 MLLE inh	TbMetRS inhib	MsrA inhibitor
# CCOC(=O)c1[nH]c2ccc(OCC)cc2c1NC(=O)CN1CCCC(C)C1 (stereo not drawn) is listed as -5	2	5	x	-1	-2	3	-1.3	0.3
# COC(=O)C(C)Oc1cc(C)ccc1COc1ccc(-n2nc(C)n(C(F)F)c2=O)cc1 (stereo not drawn) is listed as 1	2	32	i	3	0	-7	2.5	-0.7
# COc1ccc2[nH]c(=O)c(CN(CC3CCCO3)S(=O)(=O)c3ccccc3F)cc2c1 (stereo not drawn) is listed as -10	1	-4	i	-6	1	13	-0.4	1.3
# Cc1cccc(NC(=O)CN2C(=O)COc3ccc(Cl)cc32)c1C is listed as 0	3	6	i	-5	0	1	-0.8	0.8

# Next part
SMILES,MsrA act,CSN inh,FAS TE block,Neddyl block,eLon inh,Rin1 Abl inh,PABP1 MLLE inh,TbMetRS inhib,MsrA inhibitor
CN(C(=O)c1ccc(S(=O)(=O)N2CCOCC2)cc1)C1CCS(=O)(=O)C1 (stereo not drawn),-2,-3,-8,i,-2,2,8,-0.3,1.6
CC(=O)N1CC(=O)N(Cc2ccccc2)/C(=C/c2ccccc2)C1=O,-7,-14,8,i,3,2,-1,-0.3,1.4
COc1ccc(NC(=O)c2c(N)cnn2C)cc1,-4,0,-5,i,-8,-3,5,-0.9,-0.4
CCCS(=O)(=O)NC(=O)C1(C)CCCN(C(=O)c2ccc(F)cc2Cl)C1 (stereo not drawn),0,2,-7,i,-8,0,0,-0.1,x
CCOC(=O)C1=C(COC(=O)C2CC(=O)N(CCc3ccccc3)C2)NC(=O)NC1C (stereo not drawn),0,2,-4,i,-8,4,-3,-0.1,-1.0
CC(Oc1ccc(F)cc1)C(=O)Nc1ccccc1C(=O)NC1CC1 (stereo not drawn),-2,-3,1,i,-8,5,8,-0.2,-0.3
C=CCc1cccc(CNc2ccc(Br)cc2)c1O,-1,6,23,i,-3,0,-7,-0.4,3.0
CCc1sc(C(=O)NNC(=O)c2cncc(Br)c2)cc1C,-2,-2,-2,i,6,1,5,-0.3,0.3
CC(=O)N1C[C@H]2CON(C)[C@H]2C[C@H]1c1cccc(-c2ccccc2C)c1,-2,6,-10,i,5,-1,0,-1.3,-0.8
CC(C)Cn1c(N)c(C(=O)COC(=O)c2cc3ccccc3cc2O)c(=O)n(C)c1=O,-2,1,82*,i,-16,1,-5,0.0,1.6
Cc1ccccc1-n1c(SCC(=O)N/N=C/c2sccc2C)nc2ccccc2c1=O,-1,-2,-11,i,-8,1,2,0.8,-0.9
Cc1cccc2sc(NC(=O)c3cccc(S(=O)(=O)N4CCc5ccccc54)c3)nc12,-5,-4,42,i,7,2,1,-1.2,-0.5
O=C(Nc1ccccc1N1CCOCC1)c1ccc2c(c1)C(=O)N(Cc1ccncc1)C2=O,-8,2,-6,i,11,-5,-25,-0.9,0.2
CC(OC(=O)c1cc(=O)c2cc(Cl)ccc2o1)C(=O)N1CCCC1 (stereo not drawn),-1,-6,-7,i,-1,-3,-4,-0.3,0.4
CC(/C=N/NC(=O)c1ccccn1)=C\c1ccco1,-13,4,-5,i,-11,2,7,-1.2,4.2
COc1ccc(C2NC(=O)NC(C)=C2C(=O)Nc2cccc(C)c2C)cc1 (stereo not drawn),0,1,-5,i,-1,-3,-3,0.3,-1.5
CC(C)CN(CC(C)C)C(=O)c1cc(S(=O)(=O)N2CCCCC2)c[nH]1,-1,-2,-1,i,-3,2,-8,0.2,0.1
Cn1nnc2c(sc3nc(N4CCOCC4)c4c(c32)CCCC4)c1=O,0,-8,1,i,1,1,9,-0.2,x
CCNC(=S)N/N=C/c1cccc(/C=N/NC(=S)NCC)c1,-5,-12,-6,i,-1,0,-5,-0.4,0.6
O=C(COC(=O)c1cnccn1)Nc1c(Cl)cc(Cl)cc1Cl,-7,4,-6,i,-22,4,-8,-0.2,-0.2

# Structural class: those above with a nitro group on carbon (2)
SMILES,MsrA act,CSN inh,FAS TE block,Neddyl block,eLon inh,Rin1 Abl inh,PABP1 MLLE inh,TbMetRS inhib,MsrA inhibitor
CC(=O)Nc1cc([N+](=O)[O-])ccc1OCc1ccccc1,-4,-3,10,i,-13,3,-3,-0.2,1.2
COCCNC(=O)c1ccccc1NC(=O)Cc1ccccc1[N+](=O)[O-],-10,-9,-7,i,2,-3,7,-1.1,0.6
